Screening results (PubChem BioAssay)
tuberculosis growth: growth inhibition of non-replicating M. tuberculosis (AID 488890) | actives 0.39% (n = 320,000) | inhibition, % at 25 µM, or IC50 in µM where a hit was titrated | Mycobacterium tuberculosis non-replicating, growth inhibition; higher % means a stronger effect; in the data active = a potency from the dose series; inconclusive = inhibition mostly from about 82% at the one dose, without a potency; inactive = the rest, 99 in 100 with inhibition below about 76%;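 note: plate controls were DMSO cells for no effect and high antibiotic wells for full effect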
M. tuberculosis HTS: M. tuberculosis growth inhibition, HTS (AID 449762) | M. tuberculosis H37Rv growth inhibition, 7H9 media; higher % means a stronger effect | inhibition, % at 25 µM, or IC50 in µM where a hit was titrated | actives 0.59% (n = 330,000); in the data active = a potency from the dose series; inconclusive = inhibition above about 70% without an active follow-up result;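 note: bacterial growth assessed after seven days of incubation; strong numbers were not always called active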
Salmonella PhoP GFP: PhoP regulon inhibitors, Salmonella typhi PhoP promoter GFP reporter, confirmatory (AID 1850) | Salmonella Typhi PhoP-promoter GFP reporter, fluorescence, 4 h; higher % means a stronger effect | one-dose inhibition, % at 50 µM; IC50 in µM for titrated hits | actives 0.33% (n = 310,000); in the data active = a potency from the dose series; inconclusive = inhibition mostly from about 25% at the one dose, without a potency; inactive = the rest, 99 in 100 with inhibition below about 19%;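 note: 0% = induced wells with vehicle and 100% = uninduced wells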
H1N1 NS1A inhibition: H1N1 influenza NS1A inhibitors, functional cell based assay (AID 504329); NS1A functional cell-based assay, percent inhibition; higher % means a stronger effect; inhibition, % at 12.5 µM; hits with a dose series show IC50 in µM; actives 0.3% (n = 340,000); in the data active = a potency from the dose series; inconclusive = inhibition above about 27% without an active follow-up result; note: strong numbers were not always called active
inhibitors of VEEV: inhibitors of VEEV TC-83 cytopathic effect, confirmation, Vero cells (AID 588727); Vero cells, VEEV TC-83 cytopathic effect inhibition; higher % means a stronger effect; one-dose inhibition, % at 20 µM; IC50 in µM for titrated hits; actives 0.13% (n = 350,000); in the data active = a potency from the dose series; inconclusive = inhibition mostly from about 14% at the one dose, without a potency; inactive = the rest, 99 in 100 with inhibition below about 12%; note: strong numbers were not always called active
inhibitors of VEEV 10K pilot screen: recorded beside inhibitors of VEEV, whose call it bears; inhibition, %; measured here: 10K pilot screen inhibition
Starred values were filed as active, the others as inactive; i = inactive; ? = inconclusive; . = no result given. Compounds as they come; overall some 1.5% were active at least once.

SMILES	tuberculosis growth	M. tuberculosis HTS	Salmonella PhoP GFP	H1N1 NS1A inhibition	inhibitors of VEEV	others
COC(=O)C1=C(C(=O)OC)[C@@H]2N(C)c3ccc(OC)cc3[C@@]23C[C@@H](C(=O)OC)N=C3N1	7%	3%	3%	-15%	i
CCOC(=O)C1=C(COC(=O)c2ccc(OC)c(OC)c2OC)NC(=O)NC1C (stereo not given)	-14%	-1%	5%	7%	9.0%
CN(CC(=O)Nc1ccc(F)cc1)C(=O)c1cccc(S(=O)(=O)N2CCN(c3ccc(F)cc3)CC2)c1	20%	?	8%	-13%	4.5%
Cc1cc(C)n(-c2ccc(C(=O)OCC(=O)c3c(N)n(C)c(=O)n(C)c3=O)cc2)n1	13%	1%	-4%	-3%	4.1%
O=[N+]([O-])c1ccc(Nc2cccc3c2[nH]c2c(-c4ccccc4)nccc23)c([N+](=O)[O-])c1	.	.	.	7%	6.2%
CC(C)(C)NS(=O)(=O)c1ccc(N2C(=O)c3ccccc3C2=O)cc1	6%	2%	-11%	4%	0.7%
COc1ccc2nc(SCC(=O)O)nc(C)c2c1	-2%	-9%	-4%	2%	1.7%
COc1cccc(CNC(=O)C2CCN(S(=O)(=O)c3ccccc3)CC2)c1	9%	7%	2%	-30%	i
CCN(CC(=O)Nc1ccccc1OC)CC(=O)Nc1c(Cl)ccc(C)c1Cl	8%	1%	0%	-1%	11%
Cc1[nH]c2ccccc2c1/C=N/NC(=O)c1cccc(S(=O)(=O)Nc2cccc(C(F)(F)F)c2)c1	47%	-5%	-9%	3%	3.1%
C[C@@]12C(=O)N(CC3CCCO3)CC(=O)N1[C@@H]1c3ccccc3OC[C@@H]1[C@@H]2c1ccccc1 (stereo not given in full)	.	.	.	-7%	i
C=CCC(C)(NCc1ccccc1)c1ccc(C)cc1 (stereo not given)	14%	1%	-5%	-7%	2.5%
CCc1nnc(NC(=O)c2ccc(OC)c(S(=O)(=O)N3CCCC3)c2)s1	-14%	2%	.	-8%	0.1%
Cc1ccc(Cl)cc1N1CCN(S(=O)(=O)c2cn(C)cn2)CC1	-2%	-4%	-7%	-2%	1.8%
CC1C(=O)N2CCCc3cc(S(=O)(=O)N4CCC(C(N)=O)CC4)cc1c32 (stereo not given)	3%	3%	0%	14%	1.9%
COC(C/C=C\[C@@H](O)[C@H](C)OCc1ccccc1)OC	-19%	1%	11%	7%	1.9%
O=S(=O)(NCCN1CCOCC1)c1ccc2c(c1)OCCO2	-16%	-6%	7%	0%	0.7%
O=C(CSc1nnc(C23CC4CC(CC(C4)C2)C3)o1)Nc1ccc(N2CCOCC2)c(Cl)c1	4%	2%	-11%	-3%	i	inhibitors of VEEV 10K pilot screen=0.0
Cc1ccc(S(=O)(=O)Nc2ccc(NC(=O)Nc3ccc(F)cc3F)cc2)cc1	33%	13%	-6%	5%	6.2%
Cc1nonc1NC(=O)N1CCCC1	-3%	7%	-5%	-7%	2.5%
Cc1ccccc1-n1cnc2cc(NCc3cccs3)ccc21	24%	60%	-3%	2%	i
Cc1cccc(NC(=O)c2oc3ccc(S(=O)(=O)N4CCOCC4)cc3c2C)c1C	9%	-5%	-11%	2%	0.4%
Cc1cc(C)cc(Oc2nc3ccccn3c(=O)c2/C=C(\C#N)C(=O)NC2CCS(=O)(=O)C2)c1 (stereo not given)	-7%	7%	-8%	.	0.1%
Cc1ccc(C(CNS(=O)(=O)c2cc(F)ccc2F)N2CCN(C)CC2)cc1 (stereo not given)	.	.	.	-14%	1.9%
Cc1cc(C)n(CCNC(=O)C2CCC(=O)N(CCc3cccc(F)c3)C2)n1 (stereo not given)	-6%	-18%	-6%	4%	0.2%
N#C/C(=C\c1ccccc1OCc1ccc(C(=O)O)cc1)c1ccccc1	4%	2%	-3%	-5%	1.2%
CCOc1cc(NS(=O)(=O)c2ccc(NC(C)=O)cc2)c(OCC)cc1NC(=O)c1cccs1	15%	-4%	2%	-1%	0.1%
Cn1c(CNC(=O)CCNC(=O)c2ccc(Br)cc2)cc(=O)n(C)c1=O	-21%	-5%	15%	-3%	0.5%
Cc1c(OCC(=O)N2CCC(C(N)=O)CC2)ccc2c3c(c(=O)oc12)CCC3	-13%	-4%	-2%	-1%	1.3%
O=C(NC(=S)Nc1ccc(Cl)c(C(=O)O)c1)c1ccco1	5%	0%	-5%	-7%	0.7%
COc1cc(OC)cc(-c2c(-c3cccs3)c3cc(Br)ccc3n2C)c1	19%	13%	.	-11%	6.4%
O=S(=O)(c1ccc(Cl)cc1)N1CCN(C2CCCCCC2)CC1	2%	6%	-8%	-23%	1.5%
O=C(OC1CCOC1=O)c1ccc2ccccc2n1 (stereo not given)	2%	-6%	0%	1%	0.6%
COc1ccc(/C=N/n2c(-c3n[nH]c4c3CCC4)n[nH]c2=S)cc1OC	-18%	-7%	5%	-4%	1.7%
COc1ccc(Cc2nc3ccccc3[nH]2)cc1OC	-11%	0%	3%	0%	1.4%
CC(=O)c1ccc2c3c(ccc(O)c13)CC2	13%	2%	-15%	9%	1.1%
CC(=O)Nc1ccc(OCCOc2ccc(/C=C3\C(=N)N4N=C(C)SC4=NC3=O)cc2)cc1	?	3%	-13%	1%	i
COc1ccc(NC2=C(c3ccc(OC)cc3)C(=O)c3ccccc32)cc1	24%	9%	-1%	6%	1.0%
CCC(CC)COC(=O)C1=C(C)NC(=O)NC1c1ccccc1Br (stereo not given)	21%	2%	0%	-5%	2.7%
CCC(=O)Nc1ccccc1C(=O)OCc1ccc(C(=O)c2ccccc2)cc1	32%	23%	11%	4%	0.6%	inhibitors of VEEV 10K pilot screen=2.8

3 records picked at random from the list so far:
SMILES	tuberculosis growth	M. tuberculosis HTS	Salmonella PhoP GFP	H1N1 NS1A inhibition	inhibitors of VEEV	others
COc1ccc(/C=N/n2c(-c3n[nH]c4c3CCC4)n[nH]c2=S)cc1OC	-18%	-7%	5%	-4%	1.7%
CC(C)(C)NS(=O)(=O)c1ccc(N2C(=O)c3ccccc3C2=O)cc1	6%	2%	-11%	4%	0.7%
Cc1cccc(NC(=O)c2oc3ccc(S(=O)(=O)N4CCOCC4)cc3c2C)c1C	9%	-5%	-11%	2%	0.4%

The listing picks up; the three compounds before the break are reprinted first.
SMILES	tuberculosis growth	M. tuberculosis HTS	Salmonella PhoP GFP	H1N1 NS1A inhibition	inhibitors of VEEV	others
COc1ccc(NC2=C(c3ccc(OC)cc3)C(=O)c3ccccc32)cc1	24%	9%	-1%	6%	1.0%
CCC(CC)COC(=O)C1=C(C)NC(=O)NC1c1ccccc1Br (stereo not given)	21%	2%	0%	-5%	2.7%
CCC(=O)Nc1ccccc1C(=O)OCc1ccc(C(=O)c2ccccc2)cc1	32%	23%	11%	4%	0.6%	inhibitors of VEEV 10K pilot screen=2.8
CN=C(Nc1ccc(Br)cc1)SC1CC(=O)N(c2ccc(OC)cc2)C1=O (stereo not given)	22%	10%	-8%	-2%	1.4%
CN(C(=O)c1ccc(OC2CCN(CCc3ccccc3)CC2)cc1)C1CCOCC1	-7%	-15%	4%	-8%	1.7%
Cc1ccccc1C(=O)NNc1ccc([N+](=O)[O-])cc1	i	?	-5%	7%	2.4%
N#Cc1nc(-c2ccco2)oc1N1CCOCC1	-7%	-7%	-10%	6%	2.1%
COC(=O)C(C)N(C#N)c1nc(C)cc(C)n1 (stereo not given)	-4%	-1%	-3%	4%	3.2%
Cc1ccc(OCC(=O)OCc2c(C)noc2C)cc1C	i	3%	6%	-7%	1.4%
O=C(NC(=S)NNC(=O)c1ccccc1O)c1cccnc1	-14%	5%	3%	7.1µM*	1.5%
CC1(C)C/C(=N/Nc2ccc([N+](=O)[O-])cc2[N+](=O)[O-])C(C)(C)O1	-15%	1%	1%	-3%	i
CCN(CC)CCn1c(-c2ccccc2)nc(=S)c2c1CC(C)(C)OC2	0%	8%	-20%	3%	1.2%
COc1ccc(CCN(CC(=O)NCc2ccc(F)cc2)C(=O)c2snc(C(N)=O)c2N)cc1OC	9%	5%	-3%	7%	1.5%
O=C(O)COc1ccc2c(-c3ccccc3)cc(=O)oc2c1	.	9%	-6%	-14%	0.6%
COc1cccc(-c2nc(CS(=O)(=O)CC(=O)N3CCc4ccccc43)c(C)o2)c1	2%	-3%	-4%	7%	1.1%
COc1ccc(/C=C/C(=O)N(c2ccccn2)C2CCCCC2)cc1OC	22%	8%	14%	-14%	0.4%
COc1cc2nc(CN3CCC(C(O)(c4ccccc4)c4ccccc4)CC3)[nH]c(=O)c2cc1OC	16%	-3%	6%	7%	9.9%
Cc1cc(N2C(=O)C3C4c5ccccc5C(c5ccccc54)C3C2=O)no1 (stereo not given)	8%	-1%	4%	2%	i
O=C(NCNC(=O)c1ccccc1)c1ccccc1	-7%	-3%	4%	0%	i
CC(Oc1cccc(Cl)c1)C(=O)NCCCCc1ccccc1 (stereo not given)	52%	-7%	-3%	-8%	i
COc1ccc(CCNC(=O)C(=O)NCC2OCCN2S(=O)(=O)c2ccc(Br)cc2)cc1OC (stereo not given)	40%	-3%	3%	1%	i
CN=C(Nc1cc(C)nn1-c1ccccc1)c1ccc(F)cc1	1%	0%	11%	0%	0.8%
FC(F)(F)c1ccc(N2CCOCC2)c(NC2=NCCCCC2)c1	10%	-3%	-8%	-4%	1.1%
Cc1cn(CC(=O)NCCCN2CCCC2=O)c(=O)[nH]c1=O	.	.	.	2%	0.8%
CN(CCOC(=O)c1ccc2c(c1)OCCO2)C(C)(C)C	11%	10%	-6%	-6%	0.3%
CCCc1nnc(NC(=O)CCC(=O)N2CCCCCC2)s1	-3%	-8%	3%	-6%	0.6%
CC(C)CN(c1ccccc1)S(=O)(=O)c1nnc(NC(=O)c2ccco2)s1	13%	-11%	-9%	15%	1.2%
CC1(C)CC(=O)C(CCCN2C(=O)c3ccccc3C2=O)C(=O)C1	1%	-11%	-9%	5%	i
NS(=O)(=O)c1ccc(N=Cc2c(O)n(-c3nccs3)c(=O)c3ccccc23)cc1	7%	-1%	0%	4%	i
COc1ccc(OC)c(C(C)NC(=S)Nc2ccc(S(=O)(=O)Nc3ncccn3)cc2)c1 (stereo not given)	33%	-5%	-15%	-3%	3.5%
COc1ccc(OC)c(NC(=O)CSc2nc(=O)n(CCN3CCOCC3)c3c2CCCC3)c1	-16%	-5%	6%	-1%	8.8%
C=CCNc1nc(C(=O)OC(C)C(=O)c2ccc(C)cc2)cs1 (stereo not given)	?	10%	.	6%	2.0%
C/C(N)=C(/C#N)C(=O)CSc1nc(-c2ccccc2)c(-c2ccccc2)o1	22%	-4%	-47%	-1%	3.2%
CC(=O)Nc1cccc(NC(=O)c2c(-c3c(Cl)cccc3Cl)noc2C)c1	15%	-7%	3%	4%	i
Cn1cnnc1SCC(=O)N1CCc2ccccc21	-13%	-1%	2%	4%	0.8%
COCC(=O)Nc1ccc(Br)cc1	32%	15%	5%	0%	i
Cc1ccc(C)c(OCC(=O)Nc2cc(NC(=O)COc3cc(C)ccc3C)cc(C(=O)O)c2)c1	-6%	5%	-2%	-17%	0.9%
Cc1ccc(C(=O)OC2OC(=O)C(Cl)=C2N2CCOCC2)cc1 (stereo not given)	-18%	9%	0%	9%	0.6%
Cc1ccc(C(=O)c2cc([N+](=O)[O-])ccc2N2CCCCC2)cc1	10%	8%	-6%	4%	7.8%
CN1CCN(C(=O)C(Cc2ccccc2)NS(=O)(=O)c2ccc3c(c2)CCC(=O)N3)CC1 (stereo not given)	-9%	5%	-3%	-1%	i
O=C(Nc1ccccc1N1CCCC1)c1cccc(Cl)c1Cl	51%	66%	-7%	10%	i
O=C(COC(=O)C1CCN(S(=O)(=O)c2cccs2)CC1)NCc1ccccc1	0%	-10%	-2%	1%	0.0%
CCC(CC)C(=O)Nc1nnc(-c2cccs2)s1	22%	-3%	-7%	7%	0.3%
Cc1ccc2c(c1)Oc1ccc(NC(=O)CCCl)cc1C(=O)N2	-4%	11%	-8%	-15%	12%
O=C(Nn1cnc2ccccc2c1=O)c1ccccc1F	-16%	3%	-17%	-27%	1.3%
Cc1ccc(Nc2nc(NCCO)nc(N3CCCC3)n2)cc1	11%	12%	-1%	6%	2.1%	inhibitors of VEEV 10K pilot screen=1.7
c1ccc2scnc2c1	.	.	.	-2%	0.7%
COc1ccc(OC)c(C(=O)CN2C(=O)C(=O)N(C3CCCC3)C2=O)c1	-11%	-1%	.	-24%	3.3%
CN(CCO)c1ncnc2nc[nH]c12	.	-3%	-5%	4%	0.7%
ONC(=Nc1ccccc1Cl)c1c(F)cccc1F	-8%	1%	7%	0%	2.1%
